Sm TGR block – inhibitors of Schistosoma mansoni thioredoxin glutathione reductase; Q962Y6; purified TGR, DTNB reduction, TNB absorbance 405 nm; Potency, µM (doses to about 114 µM), for the others: top-dose activity change, negative = inhibition, most hits filed as inhibitors; 360,000 compounds, 3% hits; AID 485364; further: nearly all actives have a fitted effect of over 60% in size
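Kinetic colorimetric format: TGR-catalysed, NADPH-driven DTNB reduction monitored via TNB absorbance. Enzyme dispensed at 20 nM; compound exposure 15 min at room temperature before reaction start.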
LmPK inh – blocks Leishmania mexicana pyruvate kinase activity; AID 1721; purified LmPK, Kinase-Glo ATP luminescence, 1 h; 290,000 compounds, 0.37% hits; Potency, µM (series often up to 57.5 µM), without a hit: at the highest dose activity change, negative = inhibition, usual class: inhibitors; Q27686
Target sequence (Q27686 whole entry, looked up): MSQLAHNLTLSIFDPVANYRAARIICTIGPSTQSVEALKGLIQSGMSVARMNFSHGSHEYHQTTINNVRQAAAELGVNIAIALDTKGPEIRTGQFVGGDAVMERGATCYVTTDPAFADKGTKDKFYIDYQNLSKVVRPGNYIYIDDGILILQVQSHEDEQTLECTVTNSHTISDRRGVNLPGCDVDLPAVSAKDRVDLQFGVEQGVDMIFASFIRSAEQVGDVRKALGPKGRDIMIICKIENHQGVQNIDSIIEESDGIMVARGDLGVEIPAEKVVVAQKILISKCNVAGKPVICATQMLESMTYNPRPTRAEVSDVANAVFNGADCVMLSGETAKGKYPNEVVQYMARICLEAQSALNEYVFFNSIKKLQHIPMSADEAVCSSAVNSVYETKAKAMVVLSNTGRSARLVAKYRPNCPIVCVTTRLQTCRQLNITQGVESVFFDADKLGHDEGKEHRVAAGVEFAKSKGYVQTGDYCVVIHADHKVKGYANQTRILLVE
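Purified LmPK (0.1 nM) with 0.5 mM PEP and 0.1 mM ADP in imidazole buffer pH 7.2 with MgCl2/KCl, 1 h at room temperature. ATP formed was read by luciferase luminescence and normalized to no-enzyme and uninhibited controls.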
Pf growth 96h – P. falciparum growth inhibition at 96 hours; P. falciparum luciferase reporter growth, 96 h; Potency, µM (series often up to 28.7 µM), without a hit: at the top dose activity change, negative = inhibition, most hits filed as inhibitors; 320,000 compounds, 6.9% hits
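P. falciparum expressing integrated firefly luciferase, in erythrocytes at 2% hematocrit, 0.05% parasitemia, incubated with compounds 96 h at 37 C, 5% CO2. Growth inhibition read as loss of luminescence; two-generation exposure targets delayed-death apicoplast inhibitors.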
Pf growth 48h – inhibits P. falciparum growth in the first generation, 48 h; P. falciparum luciferase growth in erythrocytes, 48 h; Potency, µM (titrated, usually from 28.7 µM), without a hit: at the highest dose activity change, negative = inhibition, hits mostly inhibitors; 310,000 compounds, 5.9% hits
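Firefly luciferase activity from engineered P. falciparum reports growth; inhibitors lower the luminescent signal. Cultures contained 2% hematocrit erythrocytes at 0.1% final parasitemia.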
TbPYK inhibitor – blocks Trypanosoma brucei pyruvate kinase. AID 624173. 410,000 compounds, 0.12% hits. Q57TT1. TbPYK enzyme, Kinase-Glo Plus ATP luminescence, 45 min. Potency, µM (top dose mostly 76.8 µM), for the others: at the highest dose activity, negative = inhibition, actives largely listed as inhibitors; further: nearly all actives have a fitted effect of over 50% in size
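ADP (130 uM final) triggers the TbPYK reaction after compound addition; incubation is 45 min at room temperature. Kinase-Glo Plus is then added and luminescence imaged. Normalized data are fitted to concentration-effect curves.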
HCV inhibitor – inhibitors of hepatitis C virus infection; Huh7.5.1 HCVcc-Cre infection, luciferase reporter, 44 h; Potency, µM (highest dose often 41.8 µM), without a hit: top-dose activity change, negative = inhibition, usual class: inhibitors; 340,000 compounds, 3.4% hits
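A cell-based infection assay in which seeded cells (1,000 per well) receive test compound after 4 h, are inoculated with HCVcc-Cre at approximately 0.5 moi, and are incubated 44 h before luminescence detection.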
Active calls of the source: *; ? = inconclusive; . = not tested or not shown; & = joins results of further samples; [ ] = remark or other dose. The call rests on the fitted dose curve; in most records, active means well fitted curve in the direction sought with a large enough effect; inconclusive means small, poorly fitted or top-dose-only effect, or another doubt; inactive means no such curve, though single readings can be large; an effect the other way counts as inactive or inconclusive. On the % scale 0 is the no-effect control and ±100 the full control effect; potency means the concentration at half of the fitted maximal effect.

mol	Sm TGR block	LmPK inh	Pf growth 96h	Pf growth 48h	TbPYK inhibitor	HCV inhibitor
Cc1oc2c(F)c(F)c(F)c(F)c2c1S(=O)(=O)Nc1cccc(C(F)(F)F)c1	0%	1%	?	4%	3%	4.5µM*
O=C(Nc1ncccn1)C12CC3CC(CC(C3)C1)C2	-1%	1%	-4%	-3%	7%	-5%
CCCCn1c(=O)nc2n(-c3ccc(Cl)cc3)c3ccccc3cc-2c1=O	-25%	3%	13%	-9%	-6%	-1%
O=C(CN1CCCCC1)Nc1nnc(-c2ccccc2)s1	4%	-3%	19%	-8%	-1%	-3%
CCCCN1C(=O)C(=O)N(CC(=O)Nc2cc(OCC)c(N3CCOCC3)cc2OCC)C1=O	0%	10%	11%	10%	2%	13%
COc1ccccc1C(=O)NCC(=O)OCC(=O)Nc1nnc(-c2ccccc2)o1	-12%	.	?	?	-10%	15%
O=C(CSc1nc(N2CCCCC2)nc(N2CCCCC2)n1)Nc1nccs1	-7%	0%	.	1%	-17%	-9%
CN1CCN(S(=O)(=O)c2ccc(N3CCN(S(=O)(=O)/C=C/c4ccccc4)CC3)nc2)CC1	1%	3%	-11%	?	-8%	-10%
CCOc1ccc(CN(C)C(=O)CN2C(=O)NC3(CCCc4ccccc43)C2=O)cc1 (stereo unspecified)	-8%	.	1.2µM*	?	-7%	?
COc1ccc(N(CC(=O)NCCSC2CCCCC2)S(=O)(=O)c2ccccc2)cc1OC	-21%	-9%	?	13µM*	-5%	?

The listing continues.
mol	Sm TGR block	LmPK inh	Pf growth 96h	Pf growth 48h	TbPYK inhibitor	HCV inhibitor
O=C1C(Cc2ccc(O)cc2)NC(=S)N1C1CCCCC1 (stereo unspecified)	-5%	3%	54%[activator]	51%[activator]	5%	15%
N/C(=N\OC(=O)c1cccc2ccccc12)c1cccnc1	0%	-4%	-7%	?	-6%	11µM*
C=CCSc1nc2c(c(=O)[nH]1)C(c1ccccc1)C(C#N)=C(N)O2 (stereo unspecified)	0%	0%	-11%	-18%	1%	19%
O=c1n(Cl)c(=O)n(Cl)c(=O)n1Cl	.	.	7%	-6%	-1%	.
CCOc1ccc(-c2nnc(SCC(=O)Nc3ccc4c(c3)c3ccccc3n4CC)n2N)cc1	6%	6%	?	-44%	0%	4µM*
CC(=O)NS(=O)(=O)c1ccc(NC(=O)/C=C/c2ccccc2Cl)cc1	-23%	6%	3%	35%[activator]	-12%	2%
CCCS(=O)(=O)N1CCC(C(=O)NCCN(CC)c2ccccc2)CC1	-26%	1%	41%[activator]	8%	-4%	-10%
COc1cccc(NC(=O)COC(=O)c2ccc(C)c(S(=O)(=O)N3CCCCC3)c2)c1	?	.	-2%	-24%	2%	?
S=C(NCc1ccc(Cl)cc1)Nc1ccccc1	?	4%	-7%	0%	-14%	-29%
CCCOc1ccc(/C=N/Nc2ccc(C(=O)O)cc2)c(OCCC)c1	-17%	2%	-9%	148%[activator]	-11%	-23%

Some of the entries so far, with two lines to a compound:
Under each structure – Sm TGR block, LmPK inh, Pf growth 96h, Pf growth 48h, TbPYK inhibitor, HCV inhibitor
C=CCSc1nc2c(c(=O)[nH]1)C(c1ccccc1)C(C#N)=C(N)O2 (stereo unspecified)
→ 0%, 0%, -11%, -18%, 1%, 19%
O=c1n(Cl)c(=O)n(Cl)c(=O)n1Cl
→ ., ., 7%, -6%, -1%, .
CCOc1ccc(-c2nnc(SCC(=O)Nc3ccc4c(c3)c3ccccc3n4CC)n2N)cc1
→ 6%, 6%, ?, -44%, 0%, 4µM*
CC(=O)NS(=O)(=O)c1ccc(NC(=O)/C=C/c2ccccc2Cl)cc1
→ -23%, 6%, 3%, 35%[activator], -12%, 2%
CCCS(=O)(=O)N1CCC(C(=O)NCCN(CC)c2ccccc2)CC1
→ -26%, 1%, 41%[activator], 8%, -4%, -10%
COc1cccc(NC(=O)COC(=O)c2ccc(C)c(S(=O)(=O)N3CCCCC3)c2)c1
→ ?, ., -2%, -24%, 2%, ?

Going on with the list.
mol	Sm TGR block	LmPK inh	Pf growth 96h	Pf growth 48h	TbPYK inhibitor	HCV inhibitor
CC(C)N(Cc1ccccc1)C(=O)COC(=O)c1ccc2c(c1)OCCO2	-8%	8%	.	.	2%	10%
O=C(O)CCCC(=O)NNc1nc(-c2ccccc2)c2cc(Cl)ccc2n1	-29%	3%	?	22%	2%	6%
COc1cccc(-c2nc(=S)c3c(n2Cc2ccco2)CCCC3)c1	?	6%	10%	?	-6%	?
CC(C)NC(=O)CSc1ccccc1C(=O)N1CCN(S(=O)(=O)Cc2ccccc2)CC1	-3%	.	0%	-24%	2%	27%
Cc1ccc(NC(=S)N/N=C/c2c(C)[nH]c3ccccc23)cc1	.	-4%	?	?	-1%	-10%
COc1cc(C(=O)N[C@H](C(=O)NC(C)C23CC4CC(CC(C4)C2)C3)C(C)C)cc(OC)c1OC (stereo partly specified)	1%	0%	?	.	-24%	11%
O=C(O)C(Cc1ccc(Cl)cc1)NS(=O)(=O)c1ccc(Cl)cc1 (stereo unspecified)	-3%	1%	26%	.	-3%	7%
Cc1cccc(NC(=O)CSc2nnc(-c3cc(C)n(-c4ccccc4)c3C)o2)c1C	-23%	-1%	?	-35%	-3%	-18%&-27%
CC(C)OC(=O)CSc1nc2cccnc2n1-c1ccc(F)cc1	-18%	1%	107%[activator]	38%[activator]	0%	-13%
Cc1ccc(S(=O)(=O)N2[C@@H](c3cccc(Cl)c3)C(C(=O)O)=CC[C@H]2c2ccc3c(c2)OCO3)cc1	-17%	.	?	9.3µM*	0%	13%

Remaining list, next part
mol	Sm TGR block	LmPK inh	Pf growth 96h	Pf growth 48h	TbPYK inhibitor	HCV inhibitor
N=C1C(c2ccccc2)=C(O)CN1Cc1ccco1	-6%	-3%	4%	29%	-4%	6%
CCOC(=O)c1[nH]c(C)c(C(=O)N2CCc3c([nH]c4ccccc34)C2c2ccccn2)c1C (stereo unspecified)	-24%	0%	?	?	6%	?
Cn1c(SCc2c(F)cccc2Cl)nnc1-c1cnccn1	-5%	0%	?	36%[activator]	-7%	13%
CCC(/C=N/NC(=O)CCCCC(=O)N/N=C/C(CC)CC)CC	-8%	3%	13%	-7%	3%	14%
CCCSCCCNC(=O)Cn1nc(CC)n2c(cc3c(OC)cccc32)c1=O	-1%	1%	3%	0%	-3%	-26%
Brc1ccc(-c2nnc3n2C2(CCCC2)Cc2ccccc2-3)o1	-23%	-1%	-5%	-25%	3%	-26%
c1ccc(C2(N3CCCC3)CCCCC2)cc1	.	.	13µM*	15µM*	3%	.
Cn1nc(C(=O)NC2CCCc3ccccc32)ccc1=O (stereo unspecified)	-1%	-10%	24%	?	-6%	8%
C/C(CC(=O)Nc1cccc2c1CCCC2)=N\NC(=O)c1ccccc1N	-8%	2%	11%	?	4%	3%
CCOC(=O)N1CCc2c(sc3c2c(=O)n(Cc2ccccc2)c(=O)n3Cc2ccccc2F)C1	-3%	0%	?	2.6µM*	3%	7%[8.37 µM]

A few values from the list:
TbPYK inhibitor, C/C(CC(=O)Nc1cccc2c1CCCC2)=N\NC(=O)c1ccccc1N = 4%
Sm TGR block, CCCSCCCNC(=O)Cn1nc(CC)n2c(cc3c(OC)cccc32)c1=O = -1%
TbPYK inhibitor, c1ccc(C2(N3CCCC3)CCCCC2)cc1 = 3%

(further entries)
mol	Sm TGR block	LmPK inh	Pf growth 96h	Pf growth 48h	TbPYK inhibitor	HCV inhibitor
CCN1CC(=O)Nc2cc(S(=O)(=O)N3CCOCC3)ccc21	-21%	7%	-20%	?	-17%	-6%
Fc1ccccc1N1CCN(Cc2cccnc2)CC1	-3%	-4%	?	-14%	13%	-3%
Cc1nc(SCC(=O)OCc2ccccc2)c(C#N)c(-c2ccccc2)c1C(=O)Nc1ccccc1	-2%	12%	?	?	3%	-23%
N#CCC(=O)N/N=C/c1c2ccccc2cc2ccccc12	5%	4%	7%	0%	3%	?
CC1=C(CC(=O)c2ccccc2)C(=O)c2ccccc2C1=O	?	-2%	0.83µM*	0.74µM*	-1%	?
Cn1ncc(Cl)c1C(=O)N1CCN(C23CC4CC(CC(C4)C2)C3)CC1	6%	1%	13%	16%	-41%	23%
COc1ccc(CN2CCN(Cc3ccc(OC)c(OC)c3OC)CC2)cc1	-20%	-1%	-6%	16%[0.00184 µM]	3%	-12%
CCCCCOC(=O)Nc1nnc(CCC)s1	1%	7%	?	-12%	2%	-2%
CCc1nnc(NC(=O)c2cc(-c3ccncc3)nc3ccccc23)s1	1%	1%	20%	34%[activator]	1%	1%
Cc1ccc(/C=N/NC(=O)c2cccnc2)o1	0%	-1%	?	-7%	-7%	21%

(listing goes on)
mol	Sm TGR block	LmPK inh	Pf growth 96h	Pf growth 48h	TbPYK inhibitor	HCV inhibitor
N/C(=N\c1nc2ccccc2o1)NC(=O)/C=C/c1ccccc1	5%	3%	30%[activator]	13%	-1%	-18%
CCOc1ccc(S(=O)(=O)N2CCC(C(=O)NC3CCCCC3)CC2)cc1	?	-2%	?	-7%	0%	9%
O=C(NC1CCCCC1)C(c1ccncc1)N(C(=O)c1csnn1)c1cccc(F)c1 (stereo unspecified)	5%	-3%	11%	-6%	1%	18%
Cc1nc(N2CCN(C(=O)c3cnccn3)CC2)c2c3c(sc2n1)CC(C(C)(C)C)CC3 (stereo unspecified)	-7%	-2%	?	-10%	-2%	-2%
COc1ccccc1N(CC(=O)N1CCC(C(N)=O)CC1)S(=O)(=O)c1ccccc1	-12%	-2%	6%	13%	-4%	12%
COc1cc(C)c(S(=O)(=O)NCCCn2ccnc2)cc1C	5%	1%	21%	?	1%	5%
CCN1CCN(C(=O)CCc2nnc(CCc3ccc(OC)cc3)o2)[C@@H](C)C1=O	0%	-3%	29%	3%	-2%	.
CCOC(=O)c1cc(-c2ccc(OC)cc2)nn1-c1ccc(C(=O)O)cc1	16%	-6%	-3%	-13%	0%	4%
O=C(O)CCNc1nc(C(F)(F)F)nc2ccccc12	-8%	2%	-21%[1.15 µM]	1%	-1%	?
Cc1cc(C)c(NC(=O)Cn2c(=O)n(Cc3ccco3)c(=O)c3ccccc32)c(C)c1	-20%	0%	6%	13µM*	-7%	-7%

The list goes on.
mol	Sm TGR block	LmPK inh	Pf growth 96h	Pf growth 48h	TbPYK inhibitor	HCV inhibitor
Cc1c(C(=O)NNC(=S)Nc2ccc(S(N)(=O)=O)cc2)oc2ccccc12	-2%	0%	?	?	-12%	8%
Cc1nn(Cc2c(F)c(F)c(F)c(F)c2F)c(C)c1NC(=O)c1c([N+](=O)[O-])cnn1C	-3%	-2%	.	7%	-3%	?
Cc1ccc(CNc2ccc(CNc3ncn[nH]3)cc2)cc1	-17%	3%	-16%	.	0%	?
O=C(CSc1ccc(F)cc1)N1CCN(S(=O)(=O)c2ccccc2)CC1	17%	14%	-3%	-2%	8%	-1%
Cc1scc(-c2n[nH]c(=S)n2Cc2ccccc2)c1C	-14%	?	-6%	-6%	3.2µM*	21%

Screens: PubChem, National Center for Advancing Translational Sciences (NCATS)
